Assay outcomes from PubChem BioAssay.
WRN inhibitor – qHTS for Inhibitors of WRN Helicase; Bifunctional 3'-5' exonuclease/ATP-dependent helicase WRN (Homo sapiens), Q14191; WRN helicase unwinding, fluorescent forked duplex, kinetic; Potency, µM (highest dose often 114 µM), for the others: at the highest dose activity change, negative = inhibition, actives largely listed as inhibitors; 0.46% of 360,000 active; AID 651768, 2012; also: potency is read from the fitted curve at half-maximal effect; % is scaled to controls: 0 for no effect and ±100 for the full control effect; nearly all actives have a fitted effect of over 55% in size
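Kinetic fluorescence helicase assay: unwinding of a quenched forked DNA duplex (100 nM final) with 2 mM ATP final raises red fluorescence (525/598 nm). Compounds sat 15 min at room temperature with 20 nM WRN beforehand.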
EPAC2 antag – qHTS for Antagonist of cAMP-regulated guanine nucleotide exchange factor 2 (EPAC2): primary screen; Rap guanine nucleotide exchange factor 4 (Homo sapiens), Q8WZA2; EPAC2 GEF exchange of Rap1B-BODIPY-GDP, fluorescence; Potency, µM (top dose mostly 114 µM), for inactives: top-dose activity, negative = inhibition, actives largely listed as inhibitors; 0.18% of 360,000 active; AID 720708, 2013; also: potency is read from the fitted curve at half-maximal effect; % is scaled to controls: 0 for no effect and ±100 for the full control effect; nearly all actives have a fitted effect of over 45% in size; many of its hits are not listed in these tables
PLK1 PBD block – qHTS for Inhibitors of PLK1-PDB (polo-like kinase 1 - polo-box domain): Primary Screen. Serine/threonine-protein kinase PLK1 (Homo sapiens), P53350. Plk1 PBD binding of FITC phosphopeptide, fluorescence polarization. 2.8% of 360,000 active. AID 720504, 2013. Potency, µM, for inactives: max response, negative = inhibition, most hits filed as inhibitors; also: potency is read from the fitted curve at half-maximal effect; series mostly up to about 57 µM; % is scaled to controls: 0 for no effect and ±100 for the full control effect; nearly all actives have a fitted effect of over 65% in size
EPAC1 antagonist – qHTS for Antagonist of cAMP-regulated guanine nucleotide exchange factor 3 (EPAC1): primary screen; EPAC1 GEF assay, Rap1b-BODIPY-GDP exchange fluorescence; Potency, µM (top dose mostly 115 µM), inactives show top-dose activity change, negative = inhibition, hits mostly inhibitors; Rap guanine nucleotide exchange factor 3 (Homo sapiens), O95398; 0.14% of 360,000 active;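 also: potency is read from the fitted curve at half-maximal effect; plate controls were vehicle for no effect and positive control for full effect; nearly all actives have a fitted effect of over 50% in size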
Target sequence (O95398 whole entry, looked up): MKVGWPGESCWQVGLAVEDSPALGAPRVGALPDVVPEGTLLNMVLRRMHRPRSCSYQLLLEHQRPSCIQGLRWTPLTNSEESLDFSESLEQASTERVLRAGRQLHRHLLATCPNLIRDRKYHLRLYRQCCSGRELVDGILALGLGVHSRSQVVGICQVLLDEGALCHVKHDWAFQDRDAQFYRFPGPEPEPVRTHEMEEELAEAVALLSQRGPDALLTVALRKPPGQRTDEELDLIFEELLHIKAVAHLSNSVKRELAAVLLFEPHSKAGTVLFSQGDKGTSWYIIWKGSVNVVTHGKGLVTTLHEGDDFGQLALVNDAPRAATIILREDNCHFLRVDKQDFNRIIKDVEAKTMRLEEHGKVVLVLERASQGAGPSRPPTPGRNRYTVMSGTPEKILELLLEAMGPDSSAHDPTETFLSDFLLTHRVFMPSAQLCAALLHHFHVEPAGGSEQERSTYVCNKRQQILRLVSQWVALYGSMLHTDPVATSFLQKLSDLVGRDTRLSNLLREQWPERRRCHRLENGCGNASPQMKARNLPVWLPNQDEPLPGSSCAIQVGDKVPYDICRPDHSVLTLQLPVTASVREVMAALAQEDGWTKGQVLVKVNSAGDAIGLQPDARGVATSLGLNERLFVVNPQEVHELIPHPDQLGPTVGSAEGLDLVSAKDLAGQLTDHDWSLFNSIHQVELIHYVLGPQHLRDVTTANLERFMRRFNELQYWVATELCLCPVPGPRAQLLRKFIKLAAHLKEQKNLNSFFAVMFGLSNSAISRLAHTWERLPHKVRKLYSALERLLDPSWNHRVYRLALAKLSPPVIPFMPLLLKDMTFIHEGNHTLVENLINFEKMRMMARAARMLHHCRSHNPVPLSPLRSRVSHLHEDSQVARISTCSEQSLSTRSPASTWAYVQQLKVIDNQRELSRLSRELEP
PI5P4K alpha inh – qHTS for Inhibitors of phosphatidylinositol 5-phosphate 4-kinase (PI5P4K); 1.2% of 330,000 active; AID 652105, 2013; PI5P4Kalpha enzyme, ADP-Glo luminescence, 60 min; stronger effect = lower value; max response, %; active = max response of -50% or lower; inconclusive = between -30% and -50%; inactive = -30% or higher; also: value at the top dose of about 77 µM; % is scaled to controls: 0 for no effect and ±100 for the full control effect
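Quantitative HTS of the MLSMR library against PI5P4Kalpha with substrate. ATP added last at 5 microM final; room temperature, 60 minutes. Remaining ATP depleted, ADP converted and read as luminescence.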
Mm-Cpn inhibitor – Inhibitors of TCP-1 ring complex (TRiC) of Methanococcus maripaludis (MmCpn): qHTS. Chaperonin Mm-Cpn (Methanococcus maripaludis). 0.031% of 330,000 active. purified Mm-Cpn ATPase, ADP Transcreener TR-FRET. Potency, µM (titrated, usually from 76.9 µM), inactives show at the highest dose activity, negative = inhibition, actives largely listed as inhibitors. AID 504842, 2011; also: potency is read from the fitted curve at half-maximal effect; % is scaled to controls: 0 for no effect and ±100 for the full control effect; nearly all actives have a fitted effect of over 80% in size
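TR-FRET (320 nm excitation; 590 and 665 nm emission) reports ADP made from 10 uM ATP by 25 nM enzyme; compounds were preincubated 10 min, reaction run 30 min, both at 37°C.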
CCT chaperon mod – High-Throughput Screening for Modulators of Cytosolic Chaperonin Activity; purified chaperonin ATPase assay, HTRF ADP detection, 30 min; activity change, % (concentration not given with the values), hits read low; 0.3% of 360,000 active; AID 651819, 2012; in the data active = activity change below about -30%; also: % is scaled to controls: 0 for no effect and ±100 for the full control effect
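TRiC (40 or 20 nM final, by batch activity) in 30 mM Tris pH 7.4, 100 mM KCl, 5 mM MgCl2, 1 mM DTT was treated with compound at 76 uM single dose, then 10 uM ATP, 30 min at 37 °C. ADP was read by HTRF Transcreener.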
EPAC1 ag – qHTS for Agonist of cAMP-regulated guanine nucleotide exchange factor 3 (EPAC1): primary screen | Rap guanine nucleotide exchange factor 3 (Homo sapiens), O95398 | EPAC1 agonist qHTS, biochemical assay; response scale: 100% = response to 6.5 mM cAMP | Potency, µM (series often up to 154 µM), inactives show at the top dose activation, usual class: activators | 0.073% of 360,000 active | AID 720707, 2013; also: potency is read from the fitted curve at half-maximal effect; nearly all actives have a fitted effect of over 60% in size
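EPAC1 100 nM, Rap1B–BODIPY-GDP 250 nM, unlabeled GDP 50 uM; compound titration; 5 min RT; kinetic read ex480/em540 at 5-min intervals ×30 min; data normalized to 6.5 mM cAMP agonist control.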
An asterisk follows results filed as active; ? = inconclusive; · = no result given; & = joins results of further samples; [ ] = remark or other dose. Unless noted, calls follow the shape of the dose curve; as a rule, active = well fitted curve in the direction sought with a large enough effect; inconclusive = small, poorly fitted or top-dose-only effect, or another doubt; inactive = no such curve, though single readings can be large; an effect the other way counts as inactive or inconclusive.

SMILES	WRN inhibitor	EPAC2 antag	PLK1 PBD block	EPAC1 antagonist	PI5P4K alpha inh	Mm-Cpn inhibitor	CCT chaperon mod	EPAC1 ag
COCc1c(C(=O)NCC(c2ccco2)N2CCCC2)oc2ccccc12 (stereo not drawn)	21.9%	-3.6%	-0.3%	1.5%	-2.8	·	0.8	-5.2%
Cc1nc(C)c(C(=O)C2=C(O)C(=O)N(CCN3CCOCC3)C2c2cccnc2)s1 (stereo not drawn)	9.2%	9.5%	-0.5%	5.5%	-5.6	1.6%	0.9	-1.3%
Cc1ccc(C(=O)Nc2cc(C)nn2CCC#N)cc1	?	1.9%	-12.5%	?	-4.1	0.4%	-3.0	5.0%
O=C(NCc1ccccc1)C1=C[C@H](c2csc3ccccc23)C[C@H](OCc2ccc(CO)cc2)O1	-4.5%	1.7%	-4.6%	-15.9%	-2.2	-10.4%	0.7	11.9%
COc1ccc2[nH]c(C(=O)NCCN3CCOCC3)cc2c1	2.2%	2.1%	-4.3%	-13.1%	0.8	-2.9%	-1.3	-1.7%
COc1ccc(/C=C(/C(=O)c2cccs2)N2C=CC=CC2=C(C#N)C#N)cc1	-15.1%	0.9%[57.1 µM]	5.97µM*	-16.3%	2.6	-4.6%	-0.3	13.6%
CC12CN3CC(C)(CN(C1)C3c1ccc3ccccc3c1O)C2=O (stereo not drawn)	-0.2%	6.8%	-2.9%	6.2%	-2.7	-1.3%	-1.5	0.8%
O=C(O)CNC(=O)c1ccc(Sc2ccccc2)c([N+](=O)[O-])c1	-12.1%	-1.1%	-16.3%	-10.3%	-12.5	-1.9%	-0.5	5.6%
Cc1c(CN2CCN(CC(C)C)C(CCO)C2)[nH]c2ccc(Cl)cc12 (stereo not drawn)	13.3%	?	-6.3%	-10.3%	1.6	0.9%	1.2	-12.8%
CCOc1ccc(Cn2nnc(C(=O)Nc3ccc(OC)cc3OC)c2N)cc1	-5.5%	2.5%	-28.8%	?	-1.7	0.2%	1.3	-9.8%
CN(C)c1cccc(C(=O)OCCNC(=O)c2cccc(S(=O)(=O)N3CCOCC3)c2)c1	-8.6%	-3.6%	-23.1%	-19.6%	-0.6	1.4%	0.5	2.1%
CCc1nc2ccc(C(=O)NCc3ccccc3OC)cn2c1N(C)Cc1ccc(OC)cc1	-0.6%	-11.1%	6.5%	-6.2%	11.0	·	-6.7	4.3%
N#Cc1c(NC(=O)c2ccc(Cn3cc(Br)cn3)o2)sc2c1CCCCCC2	-23.8%	-3.3%	?	3.0%	·	?	0.0	13.1%
CC1CCCC(NC(=O)COC(=O)/C=C/c2ccc3c(c2)OCO3)C1C (stereo not drawn)	3.5%	1.8%	-0.7%	-17.0%	15.6	0.0%	-1.7	8.1%
CCCCNS(=O)(=O)c1ccc(NC(=O)Cc2ccccc2[N+](=O)[O-])cc1	-4.6%	-20.4%	-2.2%	-14.8%	-9.3	0.9%	-1.5	-9.9%
COc1ccc(Cc2nnc(SCC(=O)NCc3ccco3)o2)cc1	-10.2%	4.0%	-9.1%	8.2%	-15.1	-2.6%	-1.9	3.6%
CC(=O)/C(C#N)=C1\NC(=O)C(Cc2ccccc2)S1 (stereo not drawn)	-19.1%	11.2%	?	-1.1%	-26.1	-3.3%	4.1	-2.4%
CC(C)c1ccc(-c2nn[nH]n2)cc1	-1.6%	-1.0%	-8.6%	10.7%	·	2.9%	-3.5	10.5%
NC(=O)C1CCCN(CCc2ccccc2)C1 (stereo not drawn)	0.4%	0.8%	-4.2%	0.4%	·	1.9%	-5.0	5.4%
N#Cc1ccc(C23CC4(C2)[C@H](CN(Cc2ccc(-c5ccccc5)cc2)[C@@H]4c2ccccc2)C3c2ccc(C(F)(F)F)cc2)cc1 (stereo partly drawn)	3.4%	0.8%	-6.7%&0.3%	-12.4%	-2.9	-4.2%	-0.2	-26.7%
COc1ccc([N+](=O)[O-])cc1Nc1ncnc2ccccc12	-5.8%	0.3%	-23.6%	8.0%	0.3	0.6%	0.8	-9.0%
COCCn1nnnc1CN1CCN(C(=O)c2ccco2)CC1	1.8%[57.1 µM]	4.4%	3.3%	-18.5%	-5.9	-4.1%	-1.7	7.3%
Cc1cc(NS(C)(=O)=O)c(=O)n(Cc2cccc(F)c2)c1	3.0%	7.6%	2.0%	8.7%	-2.3	1.2%	-6.3	25.9%
O=C1N=C(N2CCN(c3ccccc3)CC2)S/C1=C/c1ccco1	-8.6%[11.6 µM]	-14.6%	-10.4%	-5.0%	-23.1	0.0%	-1.0	-9.1%
Cc1cccc(NC(=S)NC23CN4CN(CN(C4)C2)C3)c1C	-3.3%	12.0%	-3.5%	-7.3%	-8.4	-0.5%	-0.2	8.7%
Continuation.
SMILES	WRN inhibitor	EPAC2 antag	PLK1 PBD block	EPAC1 antagonist	PI5P4K alpha inh	Mm-Cpn inhibitor	CCT chaperon mod	EPAC1 ag
C=CCN1C(=O)c2ccc(C(=O)N3CCN(S(=O)(=O)c4cc(C)ccc4C)CC3)cc2C1=O	1.5%	-2.5%	?	-19.9%	4.8	0.0%	-5.5	6.1%
COC(=O)C[C@H]1C[C@H]2c3cc(NC(=O)Cc4ccncc4)ccc3O[C@H]2[C@@H](CO)O1	2.4%	-5.2%	4.3%	24.0%	-2.3	·	1.2	7.8%
COc1ccc(NC(=O)CN2C(=O)CSc3ccc(S(=O)(=O)N4CCCC4)cc32)cc1OC	2.6%	1.1%	-13.3%	14.9%	-4.2	-0.2%	-36.7*	19.4%
CC(C)(C)NC(=O)CC1C[C@H](C(=O)N2CCOCC2)[C@@]2(CCC3CCCC3)c3[nH]c4ccccc4c3CCN2C1=O (stereo partly drawn)	-5.1%	-16.3%	-10.0%	-6.7%	-2.3	1.0%	-0.8	4.1%
CN(C)c1ccc(C#Cc2ccc3cc(CCO)oc(=O)c3c2)cc1	-10.9%	-7.6%	0.2%	5.6%	-13.6	-25.2%	1.2	-7.1%
Cc1cc(NC(=O)CCCC(=O)Nc2ccc(F)cc2)no1	10.1%[57.1 µM]	1.4%	2.9%	-1.9%	1.4	0.6%	-1.4	-4.1%
Cc1ccc(NCc2nnc(SCC(=O)Nc3cccc(O)c3)n2CC2CCCO2)c(C)c1 (stereo not drawn)	-1.3%	10.5%	1.5%	-0.8%	-6.4	3.0%	-0.7	-8.4%
CCOC(=O)C(Oc1ccc2c(-c3ccccc3)cc(=O)oc2c1)c1ccccc1 (stereo not drawn)	-2.1%	0.3%	-1.7%	-27.1%	20.8	-0.8%	1.2	4.7%
O=C1CC(c2cccnc2)c2cc3c(cc2N1)OCO3 (stereo not drawn)	1.3%	-2.7%	0.6%	5.0%	1.2	-1.2%	-0.3	-9.3%
O=C(CN1C(=O)C(=O)N(C2CCCC2)C1=O)Nc1ccc(Cl)cc1C(F)(F)F	2.3%	17.4%	3.4%	-9.9%	6.8	4.2%	-0.7	-3.8%
Cc1ccc(-c2nc(CN(Cc3c(C)nn(C)c3C)C(C)C)c(C)o2)o1	2.0%	31.9%[activator]	-13.1%	9.3%	3.2	-2.2%	-13.3	-4.7%
CCCCNC(=S)NNC(=O)c1cc(C2CC2)nc2ccccc12	-3.6%	28.3%	-3.0%	-3.4%	6.8	1.5%	-0.6	-4.2%
Cc1ccc(NC(=O)c2ccc(OCC3CCCO3)cc2)cc1 (stereo not drawn)	5.8%	8.8%	3.4%	4.9%	-7.0	1.4%	2.2	-2.5%
CC(=O)c1ccccc1NC(=O)CC1(CC(=O)O)CCCCC1	-7.1%	-4.9%	2.8%	-1.7%	-3.5	-0.4%	2.6	0.7%
Cc1ccccc1CSc1nnc2ccc(-c3ccncc3)nn12	6.1%	-6.6%	-15.3%	-14.4%	0.4	0.3%	-0.7	-8.9%
COc1cccc(NC(=S)N(CCc2c(C)[nH]c3ccccc23)Cc2cccs2)c1	-6.7%	1.2%	-0.6%	5.4%	1.2	-6.5%	-1.5	0.0%
CCOC(=O)c1nc(Nc2ccc(N3CCOCC3)cc2)c2ccccc2n1	-8.8%	-17.9%	8.8%	-3.2%	4.6	-2.1%	-0.7	3.7%
CCCCOc1ccc(C(=O)NCCN2CCC(n3c(=O)[nH]c4ccccc43)CC2)cc1	-3.4%	4.7%	-1.6%	-0.6%	6.6	·	-0.9	-5.8%
Cc1cccc(-n2c(=O)[nH]c3c(C(N)=O)nc(C(C)C)nc32)c1	-20.1%	7.0%	-11.5%	-4.3%	·	-0.9%	2.1	-10.9%
COc1cccc(C2Nc3cc(Cl)c(S(N)(=O)=O)cc3S(=O)(=O)N2)c1 (stereo not drawn)	-0.9%	2.0%	?	0.0%	-0.4	-0.2%	-3.4	0.0%
COc1ccc(S(=O)(=O)N2CCCCC2)cc1	-5.0%	3.9%	-2.9%	-0.7%	0.8	-1.2%	-0.8	1.9%
CCC(=O)N(CC)c1nc(-c2ccc(OC)cc2)cs1	-8.9%	-7.2%	3.0%	0.0%	3.9	-0.3%	-0.9	17.3%
O=C(COC(=O)/C=C/c1cn(-c2ccccc2)nc1-c1ccc2c(c1)OCCO2)NC1CCS(=O)(=O)C1 (stereo not drawn)	-7.2%	-3.6%	-1.7%	-27.5%	18.9	-2.4%	0.8	23.1%
CCCCNC(=O)CN1C(=O)NC2(CCCc3ccccc32)C1=O (stereo not drawn)	-7.1%	-10.6%	-18.6%	-9.9%	·	0.2%	-2.7	6.0%

A portion of the library. The share of hits here may be higher or lower than overall.
